High-throughput results deposited in PubChem by several laboratories.
NR2E3 ag-1 – inhibitors of NR2E3-RetCOR corepressor binding, primary screen, NR2E3 agonist project, biochemical, TR-FRET, GST-NR2E3, biotin-RetCOR; inhibition of corepressor binding, % at 4.78 µM; 1536-well; hit rate 0.12% among 320,000; AID 2300, 2010;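 active = percent inhibition above the cutoff of mean plus 3 SD of all tested compounds, set per screening campaign, cut at about 20% in these data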;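 also: 0% = DMSO wells and 100% = biotin wells as full block of FRET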
Target sequence (Q9Y5X4 whole entry, looked up): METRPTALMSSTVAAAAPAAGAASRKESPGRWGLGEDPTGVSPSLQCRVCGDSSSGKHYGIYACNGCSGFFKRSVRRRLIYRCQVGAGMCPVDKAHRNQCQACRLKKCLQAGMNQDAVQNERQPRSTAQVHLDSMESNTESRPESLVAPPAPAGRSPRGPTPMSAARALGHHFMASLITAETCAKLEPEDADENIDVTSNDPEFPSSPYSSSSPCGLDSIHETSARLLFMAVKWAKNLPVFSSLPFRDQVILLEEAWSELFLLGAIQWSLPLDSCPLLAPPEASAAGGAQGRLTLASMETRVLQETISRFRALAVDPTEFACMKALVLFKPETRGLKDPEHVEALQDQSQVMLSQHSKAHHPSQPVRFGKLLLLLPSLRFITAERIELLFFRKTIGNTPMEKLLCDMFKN
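System: GST-NR2E3 and biotin-RetCOR proteins; probe or stimulus: 7 nM biotin-RetCOR; doses: compound at 4.8 µM, single dose; schedule: Compound–protein incubation for 5 h at 4 °C; detection: time-resolved FRET; read-out: percent inhibition; controls: biotin wells as high control, 0.6% DMSO wells as low control; format: 1536-well plates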
Peg3 prom inh – Peg3 promoter-driven luciferase inhibitors, primary screen, cell-based, HeLa, luciferase luminescence; HeLa PEG-Prom luciferase reporter, overnight; inhibition, % at 20 µM; hit rate 1.7% among 360,000;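 active = inhibition of at least 50% at 20 µM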
aDG glyco up – activators of alpha-DG glycosylation, primary screen, uHTS, Pro5-aDG cells, AlphaScreen | alpha-DG glycosylation AlphaScreen (IIH6); 0% Pro5, 100% B10-LARGE cell signal | hit rate 0.22% among 360,000 | activation, % at 10 µM;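 active = activation of at least 8% versus controls, or a plate z-score of at least 8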;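 also: Pro5 are CHO cells carrying HIG-tagged alpha-DG that lacks glycosylation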
HIF-2a inh – HIF-2a reporter inhibitors, primary screen, luminescence, 786-0 RCC cells; hit rate 0.72% among 360,000; 786-0 RCC cells HIF-2a reporter, luciferase luminescence, overnight; inhibition, % at 18.8 µM; AID 624352, 2012;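 active = inhibition of the luminescence signal of 40% or more relative to plate controls, in a single-dose primary screen at 18.75 µM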
KKLEB tox – cytotoxicity in KKLEB CF airway cells, primary screen, cytotoxicity control for CF NF-kB inhibitor project, cell-based, uHTS, fluorescence assay plates | KKLEB CF airway cells viability, ATPlite luminescence, overnight; stronger effect = lower value; cells stimulated with P. aeruginosa culture filtrate | activity change (cytotoxicity), % at 5 µM | hit rate 0.36% among 360,000 | AID 602141, 2011;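 active = corrected activity change at or below -50% at 5 µM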
CF NFkB block – inhibitors of PAF-induced NF-kB signaling, primary screen, cell-based, GFP fluorescence, uHTS | KKLEB NF-kB-GFP reporter, GFP fluorescence overnight | inhibition, % at 5 µM | AID 588850, 2011 | hit rate 0.86% among 360,000;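 active = at least 50% inhibition at 5 µM, scaled per plate between neutral and stimulator controls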;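 also: PAF is a Pseudomonas aeruginosa culture filtrate used as stimulus; plate controls were PAF-stimulated DMSO wells for no effect and unstimulated DMSO wells for full effect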
MITF TRPM1 inh – inhibitors of MITF-dependent TRPM1 promoter reporter, primary screen, cell-based, SK-MEL-5, single point, luciferase; SK-MEL-5 TRPM1 promoter luciferase, 24 h; inhibition, % at 12.5 µM; hit rate 0.83% among 330,000; AID 488899, 2010;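 active = mean inhibition across replicates of 60% or more, whatever share of single replicates reaches that level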; also: values of inactives mirror those of a sister screen read the other way
Shn3 inh set2 – reduction of Shn3 3'UTR firefly luciferase signal, primary screen, Schnurri-3 inhibitor project, cell-based, Clone20 osteoblasts, set 2 | hit rate 0.52% among 360,000 | inhibition, % at 12.5 µM | AID 588674, 2011 | Clone20 osteoblast Shn3 3'UTR firefly luciferase, 24 h;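 active = mean inhibition of at least 75% with every replicate also reaching 75%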;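 also: 0% = median of neutral control wells and 100% = pilot-screen positive control compound; some compounds past the cut are filed as inactive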
iPSC survival up – enhancers of single-cell hiPSC survival, primary screen, ATPlite luminescence; 100% = ROCK inhibitor wells, 0% = DMSO; hit rate 0.044% among 360,000; survival enhancement, % at 20 µM; in the data active = survival enhancement above about 18%;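 also: cells exposed to compounds for 16 hours before the ATP read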
NR2E3 ag-2 – NR2E3 agonists in two-hybrid cells, primary screen, cell-based, luminescence, CHO-S, Gal4-NCOR/VP16-NR2E3; luciferase; inhibition of corepressor binding, % at 3.98 µM; hit rate 0.35% among 360,000; AID 602229, 2012;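 active = inhibition above the mean of all tested compounds plus 3 SD, cut at about 70% in these data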;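 also: 0% = DMSO with NR2E3 transfected cells and 100% = cells lacking NR2E3 construct; higher means lower luciferase signal from less NR2E3 corepressor binding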
TWEAK Fn14 block – inhibitors of TWEAK-Fn14 signaling, primary screen, luciferase reporter cells, uHTS; inhibition, % at 10 µM; TWEAK-stimulated Fn14 reporter cells, luciferase luminescence, 8 h; hit rate 2% among 360,000; AID 1159606, 2016; in the data active = inhibition above about 50%
An asterisk follows results filed as active; . = no result given. The order is random; about 4.4% have a hit in one of these screens.

SMILES	NR2E3 ag-1	Peg3 prom inh	aDG glyco up	HIF-2a inh	KKLEB tox	CF NFkB block	MITF TRPM1 inh	Shn3 inh set2	iPSC survival up	NR2E3 ag-2	TWEAK Fn14 block
O=C(CN1C(=O)NC2(CCc3ccccc3C2)C1=O)Nc1ccc(Cl)cc1F (stereo not given)	2	25	2.7	15	-18	19	6	-14	-2.0	11	8
CCOC(=O)Nc1sc(C(=O)N(C)C)c(C)c1C(=O)OCC	-3	16	0.1	4	-5	15	-4	8	-0.5	14	20
Cc1csc(-c2cccnc2)n1	1	5	-0.2	25	-5	20	-8	4	3.1	-6	-13
CCN(CC)CCn1c(NS(=O)(=O)c2ccc(Cl)cc2)nc2ccccc21	-1	6	-0.1	4	6	-5	-8	3	-0.7	-11	2
COc1ccc(C(C)=O)cc1COc1ccc(F)cc1	1	-1	0.6	-6	-2	-15	-21	5	-0.9	-4	17
Cc1ccccc1-c1cnc(C(O)c2cc(Cl)cc(Cl)c2)[nH]1 (stereo not given)	.	21	0.0	7	-12	0	.	-19	0.3	-23	11
CC(C)CCNC(=O)c1csc2c1CCCCC2	0	-64	-0.4	-81	-3	-1	-4	-24	0.2	-81	-20
CNC(=O)COc1ccc(Nc2nnc(C)c3ccccc23)cc1	4	-4	0.2	-3	6	-5	.	.	-0.7	-9	0
CCC1(c2ccccc2)SCC(c2ccccc2)=NC1=O (stereo not given)	.	26	0.7	-1	8	-8	5	5	0.7	13	15
CC(C)Cn1c(N)c(C(=O)COC(=O)c2nccnc2N)c(=O)n(C)c1=O	4	-8	0.0	5	-4	8	-2	10	3.1	23	7
CC(=O)N1CCN(CCN2C(C)=CC(=C(C#N)C#N)C=C2C)CC1	3	-6	-0.2	18	-2	-2	-1	-12	0.0	18	0
O=C(CSc1nc2ccccc2o1)c1ccc2c(c1)OCCO2	1	-224	-0.2	-186	-2	6	-25	-7	-3.1	-13	-36
CN(C(=O)CN1CCN(c2ccccc2F)CC1)C1CCCc2ccccc21 (stereo not given)	-3	10	0.0	8	2	6	15	20	0.2	-18	-9
CC(C)NS(=O)(=O)c1ccc(OCC(=O)NCc2cccnc2)cc1	1	5	0.2	-9	7	13	8	-1	0.3	16	-2
CC(OC(=O)c1cc(S(=O)(=O)N(C)C)ccc1N1CCCC1)C(=O)NCc1ccccc1 (stereo not given)	-6	30	0.1	17	0	10	2	-3	-0.4	-2	0
CNC(=O)Nc1ccc(Cn2cc(C(F)(F)F)ccc2=O)cc1	-3	9	0.2	14	-1	-4	15	-15	-0.7	-33	-5
CC1CCCN(C(=S)SCC(=O)O)C1 (stereo not given)	-1	2	-0.3	8	-17	-7	-5	-28	-0.7	0	6
CC(C)CC(NC(=O)C(NC(=O)OC(C)(C)C)C(C)C)C(=O)N1CCCC1C(N)=O (stereo not given)	-1	-3	0.2	13	14	-4	-2	-6	-0.4	-7	13
CC1(C)CC(=O)C2=C(C1)NC(SCC(N)=O)=C(C#N)C21CCCCC1	2	7	-0.2	10	13	-12	2	15	8.6	-8	19
CCCCC(c1nnnn1CC1CCCO1)N1CCN(Cc2ccccc2)CC1 (stereo not given)	2	5	-0.1	-7	-5	-2	6	-12	-1.9	20	-7

Retrieved by compound from the entries so far (four):
SMILES	NR2E3 ag-1	Peg3 prom inh	aDG glyco up	HIF-2a inh	KKLEB tox	CF NFkB block	MITF TRPM1 inh	Shn3 inh set2	iPSC survival up	NR2E3 ag-2	TWEAK Fn14 block
CNC(=O)COc1ccc(Nc2nnc(C)c3ccccc23)cc1	4	-4	0.2	-3	6	-5	.	.	-0.7	-9	0
CC(OC(=O)c1cc(S(=O)(=O)N(C)C)ccc1N1CCCC1)C(=O)NCc1ccccc1 (stereo not given)	-6	30	0.1	17	0	10	2	-3	-0.4	-2	0
COc1ccc(C(C)=O)cc1COc1ccc(F)cc1	1	-1	0.6	-6	-2	-15	-21	5	-0.9	-4	17
CC1(C)CC(=O)C2=C(C1)NC(SCC(N)=O)=C(C#N)C21CCCCC1	2	7	-0.2	10	13	-12	2	15	8.6	-8	19

(listing goes on)
SMILES	NR2E3 ag-1	Peg3 prom inh	aDG glyco up	HIF-2a inh	KKLEB tox	CF NFkB block	MITF TRPM1 inh	Shn3 inh set2	iPSC survival up	NR2E3 ag-2	TWEAK Fn14 block
COC(=O)Cc1ccc(NC(=S)NCC(C)C)cc1	0	-9	0.1	-18	8	6	-10	-1	-0.1	-5	-13
Cc1cc(N2O[C@]34C=C[C@]25C[C@@H](O)CC[C@]5(C)C3CC[C@]2(C)[C@@H]([C@H](C)/C=C/[C@H](C)C(C)C)CC[C@H]24)no1 (stereo not given in full)	.	-18	-0.2	5	-23	0	-3	-9	2.4	-30	19
CCOc1ccc2nc(NCCCNS(=O)(=O)c3ccc(C)cc3)c(C#N)cc2c1	0	19	1.1	-24	-8	26	2	5	2.4	-6	-18
Cn1cc(C(=O)N2CCN(c3ccccc3)CC2)c(=O)c2cc(S(=O)(=O)N3CCOCC3)ccc21	-1	-7	0.4	7	6	-4	1	-22	-0.4	-15	1
CCN(CC1CCCN(CCc2cccc(F)c2)C1)C(=O)c1ccc(CSC)o1 (stereo not given)	4	-14	0.1	-31	28	-58	-7	-3	-0.6	-43	-6
COc1ccc(-c2csc3nc(C)n(-n4cccc4)c(=O)c23)cc1OC	5	27	0.5	14	3	8	-11	-1	-1.6	5	-19
O=C(/C=C/c1ccco1)Nc1cccc2cccnc12	1	-23	-0.3	3	-5	10	-20	19	1.0	-77	-13
O=C(Cc1ccccc1[N+](=O)[O-])NCC(O)c1ccc2c(c1)OCO2 (stereo not given)	.	3	0.2	1	-6	6	-10	5	1.5	-1	-1
O=C(O)c1ccc(Nc2cnc3ccccc3n2)cc1	0	-61	-0.6	-90	8	-16	-16	-27	1.9	-34	-8
COc1cc2c(cc1OC)C(c1ccccc1)N(C(=O)c1ccccc1)CC2 (stereo not given)	-6	7	0.1	20	-10	0	-1	2	0.0	-8	-42
O=C(Nc1ccc2c(c1)OCO2)c1cc(-c2ccccc2Cl)on1	5	-267	0.1	-286	-8	4	-110	-54	-0.2	-8	-26
CCOC(=O)c1cnc2ccc(Br)cc2c1NCCO	14	13	0.0	3	-25	-8	-11	8	-0.2	-44	-15
Cn1c(=O)c2ccccc2n(CC(=O)NC2CCCC2)c1=O	-1	-12	0.1	0	-2	2	-7	3	-0.6	-46	-2
O=[N+]([O-])c1ccc(N2CCN(c3ccc(O)cc3)CC2)cn1	1	-19	0.0	-28	8	2	-3	28	1.0	-1	-15
CC1CCCN(C(=O)COc2ccc(-c3ccccc3)cc2)C1 (stereo not given)	0	-87	0.3	-176	5	-4	-25	-22	-0.7	-4	-13
Cc1ccc(-n2nc(C)c3onc(C)c3c2=O)cc1	-6	16	-0.2	8	-11	6	-2	3	-0.7	8	7
CCC(C)[C@H](NC(=O)N1CCn2c1nc1ccccc12)C(=O)NCCc1ccc(OC)c(OC)c1 (stereo not given in full)	3	16	1.2	9	6	4	14	-8	-0.5	2	10
CCOC(=O)c1ccc(NC(=S)N(CCCN2CCCC(C)C2)Cc2cccs2)cc1 (stereo not given)	5	8	1.6	13	-6	22	-5	21	-0.8	-24	20
Cc1ccc(CN2CCSc3ccc(C(=O)NC4CCCC4)cc32)cc1	3	7	-0.1	-9	-5	-2	-2	5	0.0	-32	-3
CCCCNC(=O)Nc1nnc(-c2ccccc2)o1	2	-35	0.1	-28	0	0	-18	0	2.4	-21	-15
CC(NS(=O)(=O)c1ccccc1)C(=O)Nc1nccs1 (stereo not given)	4	8	0.2	-4	0	-12	10	-24	1.5	-8	8
Cc1ccc(OCC(=O)N/N=C/c2cn[nH]c2-c2ccc(Cl)c(Cl)c2)cc1	3	27	0.3	4	4	-11	-1	12	-3.7	2	33
CC(C)NC(=O)N(C)C[C@H]1Oc2ccc(NC(=O)Nc3ccccc3)cc2C(=O)N([C@H](C)CO)C[C@@H]1C	.	-10	-0.2	0	6	-30	2	17	-0.3	-3	9
CN(CC(=O)Nc1ccccc1Sc1ccccc1)Cc1nc2ccccc2c(=O)[nH]1	4	41	-0.3	19	-12	-7	16	-4	0.9	-12	-7
CCOC(=O)N1CCC(NC(=O)CCc2nc(-c3ccc(C)cc3)no2)CC1	0	3	0.1	1	-2	-10	8	.	-1.4	-12	5
CCOc1ccc(NC(=O)C2CCCN(S(=O)(=O)c3cnc[nH]3)C2)cc1 (stereo not given)	3	-3	0.0	0	-9	-14	4	4	0.1	-20	8
CCCNC(=O)N(C)C[C@@H]1Oc2ncc(-c3ccncc3)cc2C(=O)N([C@H](C)CO)C[C@@H]1C	.	-17	0.6	11	-1	1	.	-7	1.1	-15	6
COc1ccccc1C(O)Cc1nc2ccccc2n1C (stereo not given)	1	-123	-0.1	-192	-4	2	-67	-46	-3.1	-57	1
O=C(Cn1nc(-c2ccco2)ccc1=O)Nc1ccc(Br)cc1	4	-9	-0.2	17	-4	2	-2	-8	0.3	-28	10
CCOc1ccc(/C=N/NC(=O)C2CC2)c(OCC)c1	.	5	0.4	4	10	-17	-1	-8	-0.4	-24	2
Cc1onc(-c2ccccc2Cl)c1C(=O)Nc1ccc(-c2cn3cccnc3n2)cc1	2	94*	-0.1	3	0	-10	-13	73	-0.8	28	-2
CN(C)C(=O)c1cc(C(=O)c2ccccc2)c[nH]1	-1	-72	-0.1	-98	2	6	-15	-5	0.5	-41	-6
C[S+](CC[C@H](N)C(=O)O)C[C@H]1O[C@@H](n2cnc3c(N)ncnc32)[C@H](O)[C@@H]1O (stereo not given in full)	0	-4	-0.2	-12	-5	-2	-2	-1	3.3	17	-53
Cc1cnc(NC(=O)CSC(=S)N2CCOCC2)s1	3	5	-0.3	11	-4	-2	8	1	2.4	-9	1
COc1ccc(C2CC(c3ccccc3)=NN2C(=O)CN2CCN(Cc3ccccc3)CC2)cc1 (stereo not given)	2	0	1.7	-24	3	12	-8	-11	-1.0	-13	-14
NCCc1nnc(SCc2c(F)cccc2Cl)o1	-2	0	-0.1	-10	-8	2	-5	-2	0.6	-13	-13
Oc1ccccc1-c1nc(N2CCN(Cc3ccccc3)CC2)c2ccccc2n1	0	5	-0.3	-41	1	-16	24	24	-3.4	-26	13
CCN(CC(=O)Nc1ccc2c(c1)OCO2)CC(=O)Nc1ccccc1C(F)(F)F	-3	6	0.3	2	2	8	.	10	-1.7	17	-11
